CSN deneddyl inh: blocks human CSN-mediated cullin deneddylation. Q92905. Purified CSN, SCF-Nedd8-OG deneddylation, fluorescence polarization. inhibition, % at 12.5 µM. 0.38% of 360,000 active;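 active = pattern-corrected inhibition above about 35%, with an unprinted fluorescence ratio check between 0.5 and 1.5, limit read from the data, passing the limit was not always enough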;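 also: 0% = enzyme with substrate and 100% = substrate without enzyme; some results filed as inactive read as strong as hits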
Target sequence (Q92905 whole entry, looked up, one chain of several): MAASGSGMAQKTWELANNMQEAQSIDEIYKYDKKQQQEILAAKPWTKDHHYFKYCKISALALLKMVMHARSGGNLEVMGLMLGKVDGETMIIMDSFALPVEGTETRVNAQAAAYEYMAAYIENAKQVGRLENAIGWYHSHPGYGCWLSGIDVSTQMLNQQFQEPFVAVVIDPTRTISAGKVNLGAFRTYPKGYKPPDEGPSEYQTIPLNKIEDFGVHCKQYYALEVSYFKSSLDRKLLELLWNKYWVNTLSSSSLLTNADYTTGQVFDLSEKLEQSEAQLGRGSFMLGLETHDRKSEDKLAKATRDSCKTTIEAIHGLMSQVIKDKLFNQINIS
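Material: purified human Csn5 enzyme expressed in HEK293T cells / Medium: Tris buffer pH 7.5, NaCl, DTT, Tween-20, trehalose, ovalbumin / Compound dosing: 12.5 µM single point / Schedule: 90 min incubation of compound, enzyme and substrate at room temperature / Signal: fluorescence polarization of the substrate / Control set: no-enzyme wells high, enzyme-with-substrate wells low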
Rpn11 block: Rpn11 (human) deubiquitinase inhibition; 0.59% of 360,000 active; calls only at 20 µM; human 26S proteasome, Ub4-pepOG fluorescence polarization; 20S core pre-blocked with epoxomicin; O00487;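 active = inhibition at 20 µM, scaled to each plate's controls, above about 33%, limit read from the data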
DNMT1 block: DNMT1 (human) enzyme inhibition; inhibition (reported as % activation of signal), % at 10 µM; 0.83% of 360,000 active; P26358; DNMT1 molecular beacon, Hinp1I cleavage, fluorescence; AID 588458; in the data active = inhibition above about 50%
STEP inh: blocks human striatal-enriched tyrosine phosphatase; P54829; recombinant STEP, OMFP fluorogenic substrate, fluorescence; inhibition, % at 20 µM; 0.25% of 360,000 active; AID 588621;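 active = inhibition at 20 µM, scaled per plate between control wells, above about 37%, limit read from the data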;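 also: 0% = DMSO with enzyme and substrate and 100% = substrate only without enzyme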
Target sequence (P54829 whole entry, looked up): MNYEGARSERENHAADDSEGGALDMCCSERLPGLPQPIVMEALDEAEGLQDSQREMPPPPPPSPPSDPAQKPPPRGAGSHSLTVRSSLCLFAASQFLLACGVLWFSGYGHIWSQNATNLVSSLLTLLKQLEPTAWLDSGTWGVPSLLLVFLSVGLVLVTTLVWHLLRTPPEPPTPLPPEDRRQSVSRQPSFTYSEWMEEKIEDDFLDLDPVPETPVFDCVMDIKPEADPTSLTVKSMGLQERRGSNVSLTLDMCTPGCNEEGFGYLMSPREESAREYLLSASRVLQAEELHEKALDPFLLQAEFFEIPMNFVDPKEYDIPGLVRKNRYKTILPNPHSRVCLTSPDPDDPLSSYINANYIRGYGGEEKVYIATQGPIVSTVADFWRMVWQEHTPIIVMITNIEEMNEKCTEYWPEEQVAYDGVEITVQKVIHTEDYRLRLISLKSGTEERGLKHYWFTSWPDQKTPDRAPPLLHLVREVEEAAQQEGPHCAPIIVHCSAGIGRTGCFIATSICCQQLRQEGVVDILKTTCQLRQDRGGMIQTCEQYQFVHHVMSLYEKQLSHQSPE
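Measure: Control-normalized % inhibition with plate pattern correction | Test system: STEP phosphatase, cell-free reaction | Medium: pH 6.0 Bis-Tris with DTT and Tween 20 | Technique: Fluorescence, 480/540 nm | Times: Reaction 20 min, ambient temperature | Doses: Single compound dose of 20 µM, 1% DMSO final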
Neddyl block: blocks human cullin neddylation; P61081+Q13564; TR-FRET cullin neddylation, biochemical; calls only at 25 µM; 0.58% of 360,000 active; in the data active = inhibition above about 36%
NadD inh: blocks S. aureus nicotinate mononucleotide adenylyltransferase; purified NadD enzyme, colorimetric absorbance read-out; inhibition, % at 20 µM; 0.78% of 360,000 active; in the data active = inhibition above about 26%; also: some compounds past the cut are filed as inactive
Rin1-Abl PPI inh: human Rin1-Abl interaction inhibition | P00519+Q13671 | TR-FRET Rin1/Abl binding, biochemical | inhibition, % at 7.35 µM | 0.4% of 360,000 active; in the data active = inhibition above about 5%, passing the limit was not always enough
Scp-1 inhibitor: blocks human Scp-1 phosphatase activity. Q9GZU7. Recombinant Scp1, phosphopeptide, malachite green phosphate absorbance. inhibition, % at 20 µM. 0.88% of 340,000 active. AID 493091;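 active = inhibition above about 50% at 20 µM, limit read from the data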;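 also: plate controls were DMSO wells with enzyme for no effect and wells lacking enzyme for full effect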
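Material – SCP-1 phosphatase catalytic domain, residues 76-261 · Buffer or medium – Acidic Tris acetate buffer with magnesium and detergent · Also added – Phospho 17-mer peptide substrate · Compound – single 20 µM dose, 1% DMSO · Times – 45 min room-temperature reaction, 5 min colour, 30 min stabiliser · Technique – Phosphate-binding colour reagent, absorbance read at 630 nm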
SUMO1 PPI mod: modulators of human SUMO1-mediated protein-protein interactions. SUMO1 binding to a labelled peptide, TR-FRET, 1 h. inhibition, % at 20 µM. 0.33% of 360,000 active. AID 602429; in the data active = inhibition above about 37%
Target sequence (P63165 whole entry, looked up): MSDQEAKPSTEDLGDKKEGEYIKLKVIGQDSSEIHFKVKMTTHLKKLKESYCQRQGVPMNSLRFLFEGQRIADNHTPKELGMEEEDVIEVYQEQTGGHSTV
LMPTP inh: LMPTP (human) inhibition | recombinant LMPTP-A, OMFP fluorogenic substrate, fluorescence intensity | inhibition, % at 20 µM | 0.22% of 360,000 active;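 active = compounds that cut the enzyme signal by at least half of the control window in the single-dose screen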;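 also: plate controls were DMSO wells with enzyme plus substrate for no effect and substrate without enzyme for full effect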
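Test system: LMPTP-A phosphatase enzyme. Amount: LMPTP-A at 0.625 nM final in the reaction. Reagent: OMFP substrate, 400 µM final. Times: 50 min at room temperature. Signal: endpoint fluorescence intensity from OMFP dephosphorylation. Read-out basis: % inhibition. Benchmarks: no-enzyme and uninhibited controls.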
The depositor's hits bear a star; i = inactive; / = not tested or not shown; + = active, no number.

Compound	CSN deneddyl inh	Rpn11 block	DNMT1 block	STEP inh	Neddyl block	NadD inh	Rin1-Abl PPI inh	Scp-1 inhibitor	SUMO1 PPI mod	LMPTP inh
Cc1cc(C(=O)CN2C(=O)NC3(CCCc4sccc43)C2=O)c(C)n1-c1ccccc1 (centres undefined)	4	i	-5	-2	i	-2	1	-10	-2	0.3
COCC(=O)N1CCN(c2nc3ccccc3o2)CC1	-8	i	0	1	i	-13	4	-5	-3	-1.7
Cc1cccc(C)c1NC(=O)c1ccc2sc([C@H]3C[C@H](O)[C@@H](CO)O3)nc2c1	-1	i	1	-2	i	-2	3	/	2	-1.9
N#Cc1ccc(NC(=O)c2cc(-c3cccs3)on2)cc1	1	i	0	-2	i	-2	2	-8	-2	1.1
NNC(=O)c1cc(-c2ccc(O)cc2)nc2ccc(Br)cc12	3	i	-2	1	i	-6	-3	-4	-13	-0.2
Cc1ccc(C(=O)COC(=O)c2cc(=O)[nH]c3ccccc23)cc1C	20	+	22	25	i	1	-6	81*	10	24
COc1ccccc1C(=O)NCCC(=O)NCc1cccnc1	-3	i	0	0	i	5	3	-13	-30	-9.4
CCOC1=C2[C@@H](CN(S(=O)(=O)c3ccc(C)cc3)[C@H]2c2ccccc2Cl)[C@H]2C(=O)N(Cc3ccccc3)C(=O)[C@H]2C1	3	i	-18	3	i	-1	-2	/	2	1.2
COc1ccc(OCC(O)CNC(=O)c2ccccc2)cc1 (centres undefined)	4	i	2	0	i	-15	-2	5	3	-1.3
CN(C(=O)c1ccc(NC(=O)Cc2ccc(NC(=O)C3CCCN(C(=O)CCc4ccccc4)C3)cc2)cc1)C1CCCC1 (centres undefined)	1	i	-11	3	i	14	0	-4	1	1.0
COc1nc(-c2ccc(C)cc2)ccc1-c1noc(-c2cccnc2)n1	5	i	-15	1	i	2	-1	3	7	0.4
CC(=O)Nc1ccc(Nc2ncnc3c2cnn3-c2ccc(C)cc2C)cc1	-4	i	2	-1	/	-2	0	-5	6	-1.4
C=CCn1c(NC)cc(=O)n(C)c1=O	3	i	2	-2	i	2	2	-2	-3	-0.1
COC(=O)c1ccc(NC(=O)CSc2nnc(C(C)NC(=O)c3ccccc3Cl)n2C)cc1 (centres undefined)	0	i	0	-2	i	-5	2	-6	-3	-0.6
O=C(NC1CCCC1)C(c1ccccc1F)N(C(=O)c1ccco1)C1CCCC1 (centres undefined)	2	i	0	-2	i	5	0	0	1	1.2
O=C(Nc1ccccc1[N+](=O)[O-])c1cc(S(=O)(=O)Nc2ccccn2)ccc1Cl	-1	i	0	0	i	-1	2	-5	-13	1.1
CNC(=O)N(C1=NCCCCC1)c1ccc(Br)cc1	-8	i	0	-2	i	0	2	1	3	-1.5
Cc1ccc2nc3c(c(N)c2c1)CCN3C	6	i	-4	-1	i	-6	-8	-7	-14	2.2
COc1ccc(NC(=O)CSc2nnc(Cc3ccccc3)c(=O)n2N)cc1OC	6	i	1	2	i	1	-1	-3	0	-0.4
O=C(O)c1ccccc1C(=O)NC1CCN(c2nccc(C(F)(F)F)n2)CC1	-1	i	0	2	i	-7	-2	-12	2	-2.5
COc1ccc(/C=C2/SC(=S)N(CCC(=O)Nc3cccnc3)C2=O)cc1OC	2	i	2	-2	i	3	-1	/	-10	-0.6
N#CCCN(C(=O)COc1ccc(Br)cc1F)c1ccc(F)cc1	5	i	1	0	i	-8	2	-6	-6	-1.4
COc1ccccc1C(=O)NCC(=O)N1CCN(C/C=C/c2ccccc2)CC1	6	i	0	-1	i	-1	2	-4	-5	0.0
COc1cccc(OC)c1C(=O)Nc1ccc(N2CCCCC2)cc1	9	i	0	-2	i	1	-3	-9	-5	0.0
O=C(COc1coc(CN2CCc3ccccc32)cc1=O)Nc1ccc([N+](=O)[O-])cc1	5	i	42	1	i	20	0	30	-1	6.2
O=C(c1cn(Cc2ccccc2)nc1-c1cccnc1)N1CCc2ccccc2C1	-4	i	-4	-3	i	2	2	0	1	-2.1
CCN1CC=C2C(C#N)=C(N)C(C#N)(C#N)[C@H](c3ccoc3)[C@H]2C1	-84	i	0	-12	i	1	-3	-6	11	1.5
CCOC(=O)C1=C(CC)Nc2ccccc2N=C1NC(=O)CCNC(C)=O	0	i	3	-3	i	1	-6	4	-1	-1.1
COc1cccc2c(=O)n(CC(=O)N3CCN(c4ccccc4)CC3)ccc12	-1	i	0	-1	i	-7	-2	-1	6	-1.6
Cc1ccc(C(=O)NC(=S)Nc2cccc(NC(=O)c3ccccc3)c2)cc1[N+](=O)[O-]	-10	i	-3	0	i	16	2	-16	-6	2.5
COc1ccc(NC(=O)CN(C)C(=O)c2ccc(S(=O)(=O)Nc3ccccc3F)cc2)cc1	2	i	3	-2	i	-2	2	-2	4	-1.4
COc1ccc(-n2nc(C(=O)NCC(=O)NCCCN3CCCCCC3)c3ccccc3c2=O)cc1Cl	14	i	9	-1	i	13	-2	-10	-8	13
CCNC(=O)C1(C)CCN(C(=O)c2ccc3snnc3c2)C1 (centres undefined)	-4	i	-2	3	i	8	0	/	-7	1.8
COCc1ccc(CN2CCC(n3nccc3NC(=O)C(OC)c3ccccc3)CC2)o1 (centres undefined)	-3	i	2	-3	i	-3	-1	-5	9	-1.4
CCNc1nc(Oc2ccccc2)nc(OC(C)C(=O)OCC)n1 (centres undefined)	3	i	0	-2	i	-2	-4	-3	-2	1.3
C[C@@H]1CN([C@@H](C)CO)C(=O)CCCn2nncc2CO[C@H]1CN(C)S(=O)(=O)c1ccccc1	3	i	8	0	i	6	-3	/	3	-1.3
O=C(CN1CCCCCC1)N/N=C/c1cccs1	1	i	2	4	i	-4	1	-13	1	-0.9
O=C(Nc1sc2c(c1C(=O)O)CCC2)c1ccccc1Cl	3	i	1	-2	i	-6	1	-2	0	-2.8
Cn1cnc(S(=O)(=O)Nc2ccc(C(F)(F)F)cc2)c1	-4	i	3	1	i	2	0	-2	0	-1.7
COCCNc1ncnc2c1ncn2[C@H]1CN(Cc2ccc(-c3ccccc3)cc2)C[C@@H](CO)O1	1	i	1	-1	i	-3	9.6*	/	-4	0.0
CC(C)(C)c1ccc(Oc2ccc(NC(=O)c3ccccc3C(=O)O)cn2)cc1	-2	i	-1	2	i	1	1	-7	6	0.0
CC(C)NC(=O)Nc1ccc(Br)cc1Cl	-1	i	1	-2	i	-1	3	-7	0	-0.4
C=CCN1C(=O)C(CC(=O)NCC)SC1=Nc1ccc(S(N)(=O)=O)cc1 (centres undefined)	2	i	0	2	i	2	-2	-5	-3	0.2
O=C(COC(=O)c1ccc(Br)o1)NCC1CCCCC1	0	i	6	1	i	-7	1	-7	5	-1.5
Cc1ccc(NC(=O)CSc2nc(=O)cc(N)n2-c2ccccc2)cc1	0	i	1	1	i	-1	-2	0	1	1.1
COc1ccc(CC(=O)Nc2ccc(-c3csc(C)n3)cc2)cc1	2	i	-1	-1	i	0	-2	9	1	0.9
O=C(CCS(=O)(=O)c1ccccc1)Nc1ccc(N2CCOCC2)cc1	-10	i	1	2	i	0	1	6	0	1.3
O=C1c2ccc(-c3ccc4c(c3)C(=O)N(CCO)C4=O)cc2C(=O)N1CCO	-2	i	3	-1	i	-4	-6	6	-40	4.4

Grouped by structure: the entries above with fluorine.
Compound	CSN deneddyl inh	Rpn11 block	DNMT1 block	STEP inh	Neddyl block	NadD inh	Rin1-Abl PPI inh	Scp-1 inhibitor	SUMO1 PPI mod	LMPTP inh
O=C(NC1CCCC1)C(c1ccccc1F)N(C(=O)c1ccco1)C1CCCC1 (centres undefined)	2	i	0	-2	i	5	0	0	1	1.2
O=C(O)c1ccccc1C(=O)NC1CCN(c2nccc(C(F)(F)F)n2)CC1	-1	i	0	2	i	-7	-2	-12	2	-2.5
N#CCCN(C(=O)COc1ccc(Br)cc1F)c1ccc(F)cc1	5	i	1	0	i	-8	2	-6	-6	-1.4
COc1ccc(NC(=O)CN(C)C(=O)c2ccc(S(=O)(=O)Nc3ccccc3F)cc2)cc1	2	i	3	-2	i	-2	2	-2	4	-1.4
Cn1cnc(S(=O)(=O)Nc2ccc(C(F)(F)F)cc2)c1	-4	i	3	1	i	2	0	-2	0	-1.7

Later entries:
Compound	CSN deneddyl inh	Rpn11 block	DNMT1 block	STEP inh	Neddyl block	NadD inh	Rin1-Abl PPI inh	Scp-1 inhibitor	SUMO1 PPI mod	LMPTP inh
CC1CN(Cc2cc(=O)oc3cc(O)ccc23)CC(C)O1 (centres undefined)	5	i	-1	1	/	-1	1	-3	-8	0.3
C=CCNC(=S)N1CCC(C(N)=O)CC1	-4	i	2	6	i	-5	-4	-9	3	-1.4
CCCn1nc(C(=O)NNC(=O)C2CSC3(C)CCC(=O)N23)c2ccccc2c1=O (centres undefined)	1	i	-1	2	i	-2	3	-5	0	-1.4
Cc1ccc(CN2C(=O)CCC2C(=O)NCc2ccc3c(c2)OCO3)cc1 (centres undefined)	4	i	91*	-3	i	-1	1	-5	1	0.9
O=C(c1cc(C2CC2)on1)N1CCCC(N2CCN(c3ccc(F)cc3)CC2)C1 (centres undefined)	0	i	3	-1	i	-5	2	-7	3	0.0
CC(=O)NS(=O)(=O)c1ccc(NC(=O)NC2CCCCC2)cc1	6	i	3	0	i	-4	-2	-8	0	-1.1
CCOc1ccccc1NS(=O)(=O)c1ccc2[nH]c(=O)[nH]c2c1	-1	i	2	-2	i	1	4	-1	-7	0.5
On1c(-c2ccccc2Cl)nc2ccccc21	-11	i	3	-4	i	3	4	9	-1	0.1

Rpn11 block, hit marks shown above
Structure,CSN deneddyl inh,Rpn11 block,DNMT1 block,Neddyl block,NadD inh,Rin1-Abl PPI inh,Scp-1 inhibitor,SUMO1 PPI mod,LMPTP inh
Cc1ccc(C(=O)COC(=O)c2cc(=O)[nH]c3ccccc23)cc1C,20,+,22,i,1,-6,81*,10,24

Assay outcomes (PubChem)
